High-throughput results from PubChem.
Mtb BioA inh: M. tuberculosis BioA enzyme inhibitors, primary screen, biochemical, plate reader, single point, HTS; 7,8-diaminopelargonic acid synthase BioA (Mycobacterium tuberculosis); purified M. tuberculosis BioA enzyme; inhibition, % at 9.99 µM; 360,000 tested, 0.096% active; in the data active = inhibition above about 40%
TcdB GH inh: TcdB glycohydrolase inhibitors, primary screen, biochemical, single point, plate reader | Toxin B (Clostridioides difficile), P18177 | TcdB glycohydrolase enzymatic assay | inhibition, % at 9.99 µM | 350,000 tested, 0.24% active | AID 652162, 2013; in the data active = inhibition above about 10%
* marks the source's active call; other numbers are inactive results.

cpd	SMILES	Mtb BioA inh	TcdB GH inh
1	CN1C(=O)c2cc(NC(=O)c3cccs3)ccc2OC[C@@H]2O[C@H](CC(=O)N3CCCCC3)CC[C@H]21	4.6	-0.5
2	C[C@H]1CN([C@@H](C)CO)C(=O)Cc2cc(NS(=O)(=O)c3ccc(F)cc3)ccc2O[C@H]1CN(C)Cc1ccc(C(F)(F)F)cc1	4.8	0.4
3	COc1ccc(CNC(=O)N(C)C[C@@H]2OCc3ccccc3-c3ccccc3C(=O)N([C@@H](C)CO)C[C@@H]2C)cc1	-0.4	1.6
4	C[C@@H]1CCCCO[C@@H](CN(C)Cc2ccc3c(c2)OCO3)[C@@H](C)CN([C@@H](C)CO)C(=O)c2cc(NC(=O)C3CCCCC3)ccc2O1	0.1	-0.5
5	CC(C)NC(=O)Nc1ccc2c(c1)C(=O)N([C@H](C)CO)C[C@@H](C)[C@H](CN(C)C(=O)Nc1ccc(F)cc1)OCCCC[C@@H](C)O2	2.4	-0.6
6	C[C@@H]1CCCCO[C@H](CN(C)Cc2ccncc2)[C@@H](C)CN([C@H](C)CO)C(=O)c2cc(NS(=O)(=O)c3ccccc3)ccc2O1	0.8	-1.5
7	O=C(C[C@H]1C[C@@H]2c3cc(NC(=O)CC4CC4)ccc3O[C@@H]2[C@@H](CO)O1)NCc1ccc(-c2ccccc2)cc1	-2.7	-0.1
8	C[C@H]1CCCCO[C@H](CN(C)C)[C@@H](C)CN([C@@H](C)CO)C(=O)c2cc(NS(=O)(=O)c3cn(C)cn3)ccc2O1	-1.9	1.2
9	COc1ccc(S(=O)(=O)Nc2ccc3c(c2)C(=O)N([C@@H](C)CO)C[C@@H](C)[C@@H](CN(C)C(=O)c2ccncc2)OCCCC[C@H](C)O3)cc1	1.7	-1.4
10	O=S(=O)(c1ccccc1)N1CCCCN2[C@H](CO)[C@@H](c3ccc(-c4cncnc4)cc3)[C@H]2C1	-1.4	-0.2
11	O=C(C[C@@H]1C[C@@H]2c3cc(NC(=O)Cc4ccncc4)ccc3O[C@@H]2[C@@H](CO)O1)NCc1cccnc1	1.4	-1.1
12	N#C[C@H]1N[C@H](CO)[C@@H]1c1ccc(C2=CCCCC2)cc1	-3.3	-0.2
13	C[C@H](CO)N1C[C@H](C)[C@H](CN(C)C(=O)Nc2cccc3ccccc23)OCCCC[C@H](C)Oc2ccc(NS(=O)(=O)c3cccs3)cc2C1=O	-1.3	0.5
14	CN(C)C(=O)c1ccc(-c2ccc([C@@H]3[C@H](CO)N4CCCCN(CCC(F)(F)F)C[C@@H]34)cc2)cc1	1.1	0.4
15	C[C@@H]1CN([C@@H](C)CO)C(=O)c2cc(C#Cc3ccncc3)cnc2O[C@@H]1CN(C)C(=O)c1ccccc1F	1.0	-0.4
16	CCC(=O)N(C)C[C@@H]1Oc2ncc(C#Cc3ccc(OC)cc3)cc2C(=O)N([C@H](C)CO)C[C@H]1C	-2.8	0.7
17	C[C@H]1CN([C@@H](C)CO)S(=O)(=O)c2ccc(C#CC3CCCC3)cc2O[C@H]1CN(C)C(=O)Cc1ccccc1	-2.1	1.0
18	O=C(Nc1ccccc1)N1C[C@@H]2[C@H](c3ccccc31)[C@@H](CO)N2C(=O)Cc1ccccn1	-5.3	-1.0
19	C[C@@H]1CN([C@H](C)CO)C(=O)Cc2cc(NC(=O)c3ccncc3)ccc2O[C@H]1CN(C)Cc1ccc2c(c1)OCO2	4.6	0.5
20	COc1ccc(CNC(=O)C[C@@H]2CC[C@@H]3[C@H](COc4ccc(NC(C)=O)cc4C(=O)N3C)O2)cc1	-0.1	0.7

A few values from the list:
Value for no. 5 under Mtb BioA inh: 2.4
Value for no. 7 under TcdB GH inh: -0.1
Value for no. 3 under Mtb BioA inh: -0.4
Value for no. 4 under TcdB GH inh: -0.5

Going on with the list:
cpd	SMILES	Mtb BioA inh	TcdB GH inh
21	Cc1noc(C)c1NC(=O)N(C)C[C@H]1Oc2ccc(NS(=O)(=O)c3ccc(F)cc3)cc2CC(=O)N([C@@H](C)CO)C[C@H]1C	-1.4	0.9
22	O=C(NCc1ccccc1)[C@@H]1[C@@H](CO)[C@@H]2Cn3c(cccc3=O)[C@H]1N2C(=O)Cc1ccccn1	1.5	0.4
23	O=C(C[C@@H]1CC[C@@H]2[C@H](COC[C@H](O)CN2C(=O)Nc2cccc(Cl)c2)O1)NCC1CCCCC1	2.8	1.6
24	Cn1cnc(CCNC(=O)C[C@H]2CC[C@@H]3[C@H](COC[C@H](O)CN3C(=O)Nc3ccc(F)cc3)O2)c1	-1.0	-0.3
25	C[C@@H]1CN([C@@H](C)CO)C(=O)Cc2cc(NC(=O)CCN3CCOCC3)ccc2O[C@H]1CN(C)Cc1ccccc1	-1.2	-1.4
26	CCCNC(=O)[C@H]1[C@H](CO)[C@H]2Cn3c(cccc3=O)[C@@H]1N2C(=O)C1CCC1	-0.7	0.2
27	CN1CCN(C(=O)C[C@@H]2CC[C@@H]3[C@H](COC[C@@H](O)CN3C(=O)Nc3ccc(F)cc3)O2)CC1	-0.9	0.5
28	NCC[C@H]1CC[C@@H](NC(=O)c2ccccc2F)[C@@H](CO)O1	-1.0	-1.7
29	COc1ccc(-c2cccc(-c3nc(C(=O)N(C)C)cc4c3[C@@H](CCO)N([S@](=O)C(C)(C)C)C4)c2)cc1	0.8	0.3
30	CCN1[C@H](C(=O)NCc2ccccc2)[C@@H](CO)[C@@H]2Cn3c(ccc(-c4cccnc4)c3=O)[C@@H]21	41*	0.6
31	CCCNC(=O)C[C@H]1CC[C@H]2[C@@H](COC[C@H](O)CN2Cc2ccncc2)O1	-0.2	-1.4
32	C[C@@H]1CN([C@@H](C)CO)C(=O)c2cccc(NS(=O)(=O)c3ccccc3)c2O[C@@H]1CN(C)C(=O)Nc1ccc(C(F)(F)F)cc1	-0.2	-0.8
33	CO[C@H]1CN(C)C(=O)c2cc(NC(C)=O)ccc2OC[C@H](C)N(C(=O)c2ccccc2F)C[C@H]1C	-1.6	0.0
34	COc1ccc(NC(=O)Nc2ccc3c(c2)C(=O)N([C@H](C)CO)C[C@@H](C)[C@@H](CN(C)C(=O)Nc2cccc4ccccc24)O3)cc1	2.1	0.7
35	COCC(=O)Nc1ccc2c(c1)C(=O)N(C)C[C@H](OC)[C@H](C)CN(Cc1ccncc1)[C@H](C)CO2	-3.3	-9.9
36	CC(C)NC(=O)N(C)C[C@@H]1Oc2ccc(NC(=O)NC3CCCCC3)cc2C(=O)N([C@H](C)CO)C[C@H]1C	-0.3	-0.5
37	C[C@@H]1CCCCO[C@@H](CN(C)S(=O)(=O)c2cn(C)cn2)[C@@H](C)CN([C@@H](C)CO)C(=O)c2cc(NS(=O)(=O)c3ccc(F)cc3)ccc2O1	1.6	-0.3
38	C[C@@H]1CCCCO[C@H](CN(C)C(=O)Nc2ccccc2)[C@@H](C)CN([C@H](C)CO)C(=O)c2cc(NC(=O)CCC(F)(F)F)ccc2O1	1.4	-0.1
39	CO[C@@H]1CN(C)C(=O)c2ccc(NC(=O)C3CCC3)cc2OC[C@H](C)N(Cc2ccncc2)C[C@H]1C	1.8	1.0
40	Cc1noc(C)c1S(=O)(=O)N(C)C[C@H]1OCc2ccccc2-c2c(n(C)c3ccccc23)C(=O)N([C@@H](C)CO)C[C@H]1C	-1.1	1.0

6 of these compounds, reformatted.
#34 COc1ccc(NC(=O)Nc2ccc3c(c2)C(=O)N([C@H](C)CO)C[C@@H](C)[C@@H](CN(C)C(=O)Nc2cccc4ccccc24)O3)cc1
#39 CO[C@@H]1CN(C)C(=O)c2ccc(NC(=O)C3CCC3)cc2OC[C@H](C)N(Cc2ccncc2)C[C@H]1C
#32 C[C@@H]1CN([C@@H](C)CO)C(=O)c2cccc(NS(=O)(=O)c3ccccc3)c2O[C@@H]1CN(C)C(=O)Nc1ccc(C(F)(F)F)cc1
#33 CO[C@H]1CN(C)C(=O)c2cc(NC(C)=O)ccc2OC[C@H](C)N(C(=O)c2ccccc2F)C[C@H]1C
#30 CCN1[C@H](C(=O)NCc2ccccc2)[C@@H](CO)[C@@H]2Cn3c(ccc(-c4cccnc4)c3=O)[C@@H]21
#23 O=C(C[C@@H]1CC[C@@H]2[C@H](COC[C@H](O)CN2C(=O)Nc2cccc(Cl)c2)O1)NCC1CCCCC1
assay / entry,34,39,32,33,30,23
Mtb BioA inh,2.1,1.8,-0.2,-1.6,41*,2.8
TcdB GH inh,0.7,1.0,-0.8,0.0,0.6,1.6

Remaining list, next part:
cpd	SMILES	Mtb BioA inh	TcdB GH inh
41	CNC[C@H]1Oc2ccc(NC(=O)CCCN(C)C)cc2C(=O)N([C@H](C)CO)C[C@H]1C	-2.1	-1.1
42	C/C=C/c1ccc2c(c1)O[C@H](CN(C)C(=O)c1cccc(F)c1)[C@H](C)CN([C@H](C)CO)S2(=O)=O	2.9	2.0
43	CN1c2ccc(C#Cc3cccc(F)c3)cc2[C@H]2[C@H](CCN2S(=O)(=O)c2ccccc2F)[C@@H]1CO	1.1	-0.8
44	CC(C)CC#Cc1ccc2c(c1)O[C@@H](CN(C)S(C)(=O)=O)[C@@H](C)CN([C@@H](C)CO)S2(=O)=O	2.0	2.5
45	C[C@@H]1CN([C@H](C)CO)C(=O)Cc2cc(NS(=O)(=O)c3ccccc3)ccc2O[C@@H]1CN(C)Cc1ccc(Oc2ccccc2)cc1	2.2	-0.6
46	Cc1noc(C)c1NC(=O)NCC[C@@H]1CC[C@H](NC(=O)c2ccc(F)cc2)[C@@H](CO)O1	-1.8	-0.5
47	O=C(C[C@@H]1CC[C@@H]2[C@H](COC[C@@H](O)CN2Cc2ccc(C(F)(F)F)cc2)O1)NCCc1ccccc1	2.5	0.0
48	O=C(Nc1ccc(F)cc1)N[C@H]1C=C[C@@H](CC(=O)N2CCOCC2)O[C@@H]1CO	-1.1	-6.9
49	COc1cccc(NC(=O)C[C@@H]2CC[C@@H]3[C@H](COc4ccc(NC(C)=O)cc4C(=O)N3C)O2)c1	1.5	-0.8
50	C[C@@H]1CN([C@H](C)CO)C(=O)c2cc(-c3ccncc3)cnc2O[C@H]1CN(C)Cc1cccnc1	1.2	0.3
51	Cc1ccc(S(=O)(=O)N(C)C[C@H]2Oc3ccc(NC(=O)Nc4c(C)noc4C)cc3C(=O)N([C@H](C)CO)C[C@@H]2C)cc1	-2.4	0.5
52	CCC(=O)N(C)C[C@@H]1Oc2cc(C#Cc3ccccn3)ccc2S(=O)(=O)N([C@@H](C)CO)C[C@H]1C	-0.5	2.2
53	O=C(C[C@@H]1C=C[C@H](NC(=O)Nc2cc(F)ccc2F)[C@H](CO)O1)Nc1ccc(-c2ccccc2)cc1	1.5	-0.1
54	CC(=O)N1[C@H](C(=O)N[C@@H](C)c2ccccc2)[C@@H](CO)[C@@H]2Cn3c(cccc3=O)[C@@H]21	1.0	-4.7
55	COCC#Cc1cnc2c(c1)C(=O)N([C@H](C)CO)C[C@@H](C)[C@H](CN(C)S(=O)(=O)c1ccccc1)O2	3.1	-0.1
56	CN1C(=O)c2cc(NC(=O)C3CCCC3)ccc2OC[C@@H]2O[C@H](CC(=O)NCC3CC3)CC[C@@H]21	1.9	-0.8
57	OC[C@@H]1[C@H](c2ccc(-c3cccc(F)c3)cc2)[C@H]2CN(Cc3cncnc3)CCCCN12	-1.3	-0.7
58	COCC#Cc1ccc2c(c1)O[C@@H](CN(C)CC1CC1)[C@@H](C)CN([C@@H](C)CO)S2(=O)=O	0.7	-1.0
59	C[C@@H]1CN([C@@H](C)CO)C(=O)c2cc(NC(=O)Cc3ccccc3)ccc2O[C@@H](C)CCCCO[C@H]1CN(C)CC1CCCCC1	-1.1	-0.7
60	COc1ccc(NC(=O)Nc2ccc3c(c2)CC(=O)N([C@@H](C)CO)C[C@H](C)[C@H](CN(C)C(=O)Nc2ccc(F)cc2)O3)cc1	-0.7	-5.0
61	C[C@@H]1CN([C@@H](C)CO)C(=O)Cc2cc(NC(=O)Cc3ccccc3)ccc2O[C@H]1CN(C)C(=O)Nc1ccc(C(F)(F)F)cc1	-2.8	-2.3
62	COC(=O)C[C@H]1CC[C@@H]2[C@H](COc3ccc(NS(=O)(=O)c4ccccc4Cl)cc3C(=O)N2C)O1	1.9	0.9
63	Cc1noc(C)c1S(=O)(=O)Nc1ccc2c(c1)CC(=O)N([C@H](C)CO)C[C@@H](C)[C@@H](CN(C)Cc1ccc(Cl)c(Cl)c1)O2	-0.4	0.2
64	C[C@@H]1CN([C@H](C)CO)C(=O)c2cc(NC(=O)C3CCCCC3)ccc2O[C@H]1CN(C)Cc1ccc(Cl)c(Cl)c1	-0.7	0.4
65	COc1ccc(S(=O)(=O)N(C)C[C@@H]2OCCCC[C@@H](C)Oc3ccc(NC(=O)NC4CCCCC4)cc3C(=O)N([C@@H](C)CO)C[C@H]2C)cc1	20	-2.1
66	NCC[C@H]1CC[C@@H](NC(=O)C2CCCC2)[C@H](CO)O1	-0.2	-1.8
67	COc1ccc(CN(C)C[C@H]2OCCCC[C@@H](C)Oc3ccc(NC(=O)Nc4ccc5c(c4)OCO5)cc3C(=O)N([C@@H](C)CO)C[C@H]2C)cc1	-0.9	-0.6
68	C[C@@H]1CN([C@H](C)CO)C(=O)c2cccc(NC(=O)NC3CCCCC3)c2O[C@@H]1CN(C)Cc1ccncc1	-0.6	0.8
69	CC(C)NC(=O)N[C@@H]1C=C[C@@H](CC(=O)N2CCCCC2)O[C@H]1CO	1.6	0.5
70	CCNC(=O)C[C@H]1CC[C@@H]2[C@H](COC[C@@H](O)CN2C(=O)c2cc(Cl)cc(Cl)c2)O1	0.1	-0.1
71	CO[C@@H]1CN(C)C(=O)c2cc(NC(=O)C3CCCC3)ccc2OC[C@@H](C)N(C(=O)CC2CC2)C[C@H]1C	-0.6	-0.1
72	C[C@@H]1CN([C@@H](C)CO)C(=O)c2ccccc2-c2ccccc2CO[C@H]1CN(C)C(=O)Nc1cccc(C(F)(F)F)c1	-0.7	0.3
73	C/C=C/c1cnc2c(c1)C(=O)N([C@@H](C)CO)C[C@H](C)[C@H](CN(C)C(=O)Nc1ccc(F)cc1)O2	0.1	0.8
74	C[C@@H]1CN([C@@H](C)CO)C(=O)c2cc(/C=C/c3ccccc3)cnc2O[C@H]1CN(C)C(=O)c1cccc(F)c1	-0.4	0.8

This is a subset; rates above refer to the full screens.
